# Assay outcomes from PubChem BioAssay.
# GPT2 inh – Primary qHTS assay for inhibitors of Glutamate pyruvate transaminase 2 (GPT2); Potency, µM (series often up to 57.7 µM), for the others: top-dose activity change, negative = inhibition, hits mostly inhibitors; Recombinant GPT2, coupled pyruvate oxidase/HRP Amplex Red fluorescence; hit rate 0.25% among 100,000; Alanine aminotransferase 2 (Homo sapiens), Q8TD30; also: potency is read from the fitted curve at half-maximal effect; nearly all actives have a fitted effect of over 60% in size; many of its hits are not listed in these tables
#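 Fluorescence read-out: pyruvate from GPT2 turnover coupled to pyruvate oxidase, HRP and Amplex Red (0.2mM ThPP, 0.2U/mL PO and HRP, 50uM Amplex final). Substrates 250uM a-KG, 2mM L-alanine; enzyme 10ng/uL; 30 min RT.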
# NIH3T3 tox – Cytotoxic Profiling in NIH 3T3 Cell Line of Diverse Libraries Using Quantitative High-Throughput Screening; NIH 3T3 viability, CellTiter-Glo ATP luminescence, 48-72 h; Potency, µM (top dose mostly 96.7 µM), without a hit: at the highest dose activity change, negative = cytotoxicity, hits mostly inhibitors; hit rate 4.3% among 94,000; also: potency is read from the fitted curve at half-maximal effect; nearly all actives have a fitted effect of over 55% in size
#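 Cells were seeded at 400 per well, treated with pin-transferred compound, and kept 48 or 72 hr at 37 °C before CellTiter-Glo addition and luminescence imaging of cellular ATP.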
# IP6K1 inhibitor – Primary qHTS assay for small molecule inhibitors of Inositol hexaphosphate kinase 1 (IP6K1); Inositol hexakisphosphate kinase 1 (Homo sapiens), Q92551; IP6K1 kinase, ADP-Glo luminescence, 2 h; active compounds read low; activity change, % (series mostly up to about 58 µM); hit rate 0.81% among 140,000; in the data active = activity change below about -25%
# Target sequence (Q92551 whole entry, looked up): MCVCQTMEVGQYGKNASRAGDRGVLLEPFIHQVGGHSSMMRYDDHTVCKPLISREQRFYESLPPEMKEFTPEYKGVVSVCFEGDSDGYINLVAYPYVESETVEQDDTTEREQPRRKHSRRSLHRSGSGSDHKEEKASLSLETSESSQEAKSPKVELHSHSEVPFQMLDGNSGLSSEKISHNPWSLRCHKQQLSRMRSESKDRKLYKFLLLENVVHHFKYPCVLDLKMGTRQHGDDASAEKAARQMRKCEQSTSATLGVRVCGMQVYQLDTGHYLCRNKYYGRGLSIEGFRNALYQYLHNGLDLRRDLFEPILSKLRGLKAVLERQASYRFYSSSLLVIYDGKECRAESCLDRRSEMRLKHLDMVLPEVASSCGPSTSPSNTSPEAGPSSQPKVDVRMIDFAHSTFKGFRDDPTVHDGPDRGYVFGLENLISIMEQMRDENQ
#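 ADP-Glo luminescence measures ADP made by human IP6K1 during a 2 h RT reaction with ATP/IP6 (mix at 1.3 mM/130 uM); top library doses 57.5 and 19.1 uM final.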
# Luciferase inh – Firefly luciferase inhibition profiling of diverse chemical library using quantitative high-throughput screening; Luciferin 4-monooxygenase (Photinus pyralis), P08659; purified P. pyralis luciferase, luminescence, biochemical; Potency, µM (doses to about 115 µM), for the others: at the top dose activity change, negative = inhibition, usual class: inhibitors; hit rate 2.5% among 76,000; also: potency is read from the fitted curve at half-maximal effect; nearly all actives have a fitted effect of over 65% in size
# Target sequence (P08659 whole entry, looked up): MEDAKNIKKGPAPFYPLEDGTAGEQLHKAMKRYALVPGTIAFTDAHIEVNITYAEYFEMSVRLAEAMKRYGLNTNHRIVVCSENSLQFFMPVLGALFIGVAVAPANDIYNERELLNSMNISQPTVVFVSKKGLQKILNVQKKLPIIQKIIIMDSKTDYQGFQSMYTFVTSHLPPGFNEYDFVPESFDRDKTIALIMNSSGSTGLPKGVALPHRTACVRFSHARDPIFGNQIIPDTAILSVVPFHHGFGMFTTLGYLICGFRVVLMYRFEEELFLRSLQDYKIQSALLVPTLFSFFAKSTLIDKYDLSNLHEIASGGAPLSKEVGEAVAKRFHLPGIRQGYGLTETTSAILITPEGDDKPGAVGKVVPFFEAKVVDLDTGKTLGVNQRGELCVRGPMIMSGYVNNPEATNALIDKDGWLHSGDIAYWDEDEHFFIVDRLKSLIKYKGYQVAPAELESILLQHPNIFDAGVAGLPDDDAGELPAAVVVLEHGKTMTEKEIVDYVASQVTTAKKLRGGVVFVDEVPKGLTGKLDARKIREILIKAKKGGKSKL
#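 Luminescence read by CCD imaging after purified firefly luciferase (10nM final) was added to substrate buffer holding 10uM D-luciferin and 10uM ATP, pH 7.5, pre-dosed with compound.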
# SNCA expr inh – Primary qHTS assay for inhibitors of alpha-synuclein gene (SNCA) expression; HEK-293 SNCA-luciferase knock-in, luminescence, 24 h; Potency, µM (top dose mostly 57.2 µM), without a hit: at the highest dose activity change, negative = inhibition, most hits filed as inhibitors; hit rate 0.17% among 140,000;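 also: potency is read from the fitted curve at half-maximal effect; plate controls were DMSO cells for no effect and cell-free wells for full effect; nearly all actives have a fitted effect of over 45% in size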
# HEK cytotox – Cytotoxic Profiling in HEK 293 Cell Line of Diverse Libraries Using Quantitative High-Throughput Screening. Potency, µM (doses to about 115 µM), inactives show at the top dose activity change, negative = cytotoxicity, most hits filed as inhibitors. HEK 293 viability, ATP luminescence (CellTiter-Glo), 48-72 h. AID 1345083, 2018. hit rate 6.6% among 94,000; also: potency is read from the fitted curve at half-maximal effect; nearly all actives have a fitted effect of over 60% in size
#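 Luminescence from cellular ATP, measured with CellTiter-Glo, indicates HEK 293 viability. Cells plated at 250 cells/well are treated with compound for 48 or 72 hr at 37 degree Celsius before reagent addition.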
# SNCA viab count – GF-AFC viability counterscreen for inhibitors of alpha-synuclein gene (SNCA) expression. HEK-293-SNCA-luc viability, GF-AFC fluorescence, 24 h. Potency, µM (highest dose often 57.1 µM), without a hit: top-dose activity change, negative = cytotoxicity, most hits filed as cytotoxic. hit rate 0.12% among 150,000. AID 1671193, 2021;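 also: potency is read from the fitted curve at half-maximal effect; 0% = DMSO-treated cells and -100% = medium-only wells without cells; nearly all actives have a fitted effect of over 30% in size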
#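 Cytotoxicity counterscreen: after 24 h compound treatment of genome-edited SNCA-luciferase HEK-293 cells, live-cell protease substrate GF-AFC read by fluorescence after 30 min; activity scaled between DMSO (0%) and medium-only (-100%), curves Hill-fitted.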
# The depositor's hits bear a star; i = inactive; ? = inconclusive; . = no result given; & = joins results of further samples; [ ] = dose if it differs, or a comment. Unless noted, calls follow the shape of the dose curve; as a rule, active = well fitted curve in the direction sought with a large enough effect; inconclusive = small, poorly fitted or top-dose-only effect, or another doubt; inactive = no such curve, though single readings can be large; an effect the other way counts as inactive or inconclusive. Unless noted, % is scaled to controls: 0 for no effect and ±100 for the full control effect.
# Abbreviations: A = GPT2 inh; B = NIH3T3 tox; C = IP6K1 inhibitor; D = Luciferase inh; E = SNCA expr inh; F = HEK cytotox; G = SNCA viab count
1) COc1ccccc1CNC(=O)c1c(C)oc2ccn(Cc3cccc(F)c3)c(=O)c12
  A: 3%	B: ?	C: 32	D: ?	E: -20%	F: ?	G: -8%

2) COc1ccc(C(=O)N2CCC(c3n[nH]c(=O)n3-c3ccccc3)CC2)cc1
  A: i	B: -15%	C: -10	D: -1%	E: -25%	F: 3%	G: -6%

3) Cc1ccc(C(=O)c2cn(Cc3ccccc3)c3nc(C)ccc3c2=O)cc1
  A: .	B: .	C: -7	D: .	E: ?	F: .	G: ?

4) COc1ccccc1Oc1ncccc1CNC(=O)Nc1cccc(C#N)c1
  A: -2%	B: 32µM*	C: -7	D: 1%	E: -21%	F: ?	G: -3%

5) CCCN1C(=O)Cc2cc(C(=O)NCc3ccc(Cl)cc3)ccc21
  A: -14%	B: ?	C: 2	D: 0%	E: -10%	F: ?	G: 5%

6) O=C1Nc2ccccc2OCC12CCN(Cc1cccs1)CC2
  A: i	B: -25%[138 µM]	C: 5	D: -6%[172 µM]	E: 28%[87.6 µM]	F: ?	G: 1%[87.6 µM]

7) O=C(c1ccc(C(F)(F)F)cc1)N1CCCC2(C1)C(=NC1CCCCC1)NC(=O)N2c1cc(F)cc(F)c1 (stereo not given)
  A: i	B: ?	C: 0	D: .	E: -11%	F: i	G: 3%

8) OCc1ccc(CN2C[C@H](O)C[C@H]2c2nc(-c3ccccc3)no2)o1
  A: i	B: -14%[174 µM]	C: 2	D: 45µM*	E: 109%[activator][87.6 µM]	F: -8%[172 µM]	G: -8%[87.6 µM]

9) COc1ccc(NC(=O)CCCS(=O)(=O)c2nc(-c3ccccc3OC)cc(C(F)(F)F)n2)c(OC)c1
  A: .	B: .	C: 15	D: .	E: 44%[activator]	F: .	G: ?

10) CCOc1ccc(NC(=O)CC(C)O)cc1 (stereo not given)
  A: 4%	B: .	C: -14	D: .	E: 26%[25.6 µM]	F: .	G: ?

11) CC1(C)SC2C(NC(=O)[C@H](C(=O)O)c3ccsc3)C(=O)N2C1C(=O)O (stereo not given in full)
  A: ?	B: .	C: 6	D: .	E: .	F: .	G: 2%

12) Cn1cc(CC(=O)N2CCCc3ncc(C(=O)NCCOc4ccccc4)cc32)c2ccccc21
  A: 0%	B: ?	C: 14	D: -3%	E: 51%[activator]	F: ?	G: -12%

13) CCOc1ccc(NC(=O)CSC2=Nc3ccccc3C3=NC(CC(=O)NCc4cccs4)C(=O)N23)cc1 (stereo not given)
  A: .	B: .	C: -11	D: .	E: 0%	F: .	G: -1%

14) C[C@]12C=CC(=O)C=C1[C@@H](F)C[C@@H]1[C@@H]2[C@@H](O)C[C@@]2(C)[C@H]1CC[C@]2(O)C(=O)CO
  A: 3%	B: .	C: 4	D: .	E: -1%[25.6 µM]	F: .	G: -2%[23.9 µM]

15) O=[S+]1([O-])NCC2(CCN(Cc3cccnc3)CC2)Nc2ccccc21
  A: i	B: -5%	C: 12	D: -6%	E: -21%	F: i	G: -1%

16) C=C[C@H]1[C@H](O[C@@H]2O[C@H](CO)[C@@H](O)[C@H](O)[C@H]2O)OC=C2C(=O)N3Cc4c([nH]c5ccccc5c4=O)[C@@H]3C[C@H]21
  A: 2%[27.3 µM]	B: .	C: -1	D: .	E: .	F: .	G: 2%[23.9 µM]

17) COC(=O)c1scc(-c2ccc(C)cc2)c1S(=O)(=O)N1CCN(c2cccc(Cl)c2)CC1
  A: .	B: .	C: 0	D: .	E: 9%	F: .	G: 9%

18) CCOc1ccccc1NC(=O)Cn1c(=O)n(-c2ccccc2)c(=O)c2c1c1cc(C)ccc1n2C
  A: .	B: .	C: 22	D: .	E: ?	F: .	G: 1%

19) COc1cccc(CNC(=O)CCc2nc(-c3ccc(C)cc3)no2)c1
  A: .	B: .	C: 1	D: .	E: 31%[activator]	F: .	G: ?

20) CCCCn1c(=O)c(C(=O)N2CCN(C(=O)c3ccc(C(F)(F)F)cc3)CC2)nc2cccnc21
  A: -7%	B: ?	C: 15	D: .	E: ?	F: ?	G: -8%

21) COc1ccc(-c2[nH]c(-c3ccccc3)nc2SCC(=O)NC2CCCC2)cc1
  A: .	B: .	C: 12	D: .	E: -11%	F: .	G: -15%

22) COC1CN(c2cccc(F)c2)C12CCN(S(=O)(=O)c1cccs1)CC2 (stereo not given)
  A: 5%	B: ?	C: 28	D: .	E: -16%	F: 18µM*	G: -6%

23) O=C(N[C@@H]1COCC[C@@H]1OCC1CC1)c1ccc2c(c1)CCCO2
  A: i	B: i	C: -8	D: -6%	E: -25%	F: 4%	G: -14%

24) COCc1nc(C2CCCN(C(=O)c3ccncc3)C2)no1 (stereo not given)
  A: i	B: i	C: 14	D: -7%	E: -12%	F: -2%	G: -5%[12.5 µM]

25) O=C(Cn1ccn(-c2cccc(Cl)c2)c(=O)c1=O)c1ccc(F)cc1
  A: .	B: .	C: -3	D: .	E: 16%	F: .	G: 2%

26) Cc1ccc2nc(NCc3ccccc3Cl)c3nnnn3c2c1
  A: .	B: .	C: 0	D: .	E: 11%	F: .	G: 3%

27) COCCCNC(=O)C(NC(=O)c1ccc(OC)cc1)C1CCN(C(=O)c2cccc(OC)c2)CC1 (stereo not given)
  A: -28%	B: -4%	C: 27	D: -7%	E: 2%	F: -18%	G: -20%

28) Cc1cccc(CCNC(=O)c2sc3nc4n(c(=O)c3c2C)CCCC4)c1
  A: .	B: .	C: 11	D: .	E: 104%[activator]	F: .	G: 3%

29) CCc1ccc(C2=CC(c3cccc(OC)c3OC)n3c(nc4ccccc43)N2)cc1 (stereo not given)
  A: .	B: .	C: 0	D: .	E: -77%	F: .	G: 29%

30) COCCNc1cc(-c2ccc(F)cc2)nc2c(C)noc12
  A: -5%[88.5 µM]	B: ?	C: 10	D: 10%[172 µM]	E: -7%[87.6 µM]	F: -23%[172 µM]	G: 3%[87.6 µM]

31) Cc1cccc(NC(=O)C2CCCN(S(=O)(=O)c3cccc4nonc34)C2)c1 (stereo not given)
  A: .	B: .	C: 31	D: .	E: -8%	F: .	G: -12%

32) COc1ccc(CNC(=O)c2ccc3c(c2)N(Cc2ccccc2)CCS3)cc1
  A: .	B: .	C: -14	D: .	E: 6%	F: .	G: -2%

33) CCC(C)C1=NS(=O)(=O)c2cc(NC(=O)C(C)C)ccc2N1c1ccccc1 (stereo not given)
  A: -1%	B: ?	C: -11	D: -1%	E: -19%	F: -21%	G: -7%

34) CCCn1c(=O)n(-c2ccccc2Cl)c(=O)c2sc3ccccc3c21
  A: .	B: .	C: -6	D: .	E: 3%	F: .	G: -2%

35) O=C(c1ccc(C(F)(F)F)cc1)N1CCC(c2nn(Cc3ccccc3)c(=O)[nH]2)CC1
  A: -9%	B: ?	C: 11	D: -2%	E: -8%	F: -6%	G: -3%

36) CNC(=O)c1cc[nH]c1C1CCCN(C(=O)C2CC=CCC2)C1 (stereo not given)
  A: i	B: -8%	C: 6	D: 1%	E: 0%	F: -8%	G: 4%[12.5 µM]

37) CNC(=O)c1c(-c2ccc(F)cc2)oc2cc(N(CCO)S(C)(=O)=O)c(C3CC3)cc12
  A: -5%&2%	B: .	C: -4	D: .	E: 12%	F: .	G: -7%&-2%

38) COc1cc(NC(=O)[C@H]2CCC[C@H]2NC(=O)c2cnc(C)cn2)cc(OC)c1OC
  A: i	B: -17%	C: 12	D: -9%	E: 13%	F: 5%	G: -4%

39) Cc1noc([C@@H]2CN(C(=O)c3ccc4cc[nH]c4c3)C[C@H]2CO)n1
  A: 4%	B: i	C: -5	D: 3%	E: 6%	F: i	G: -5%

40) Cc1cnc(C(=O)NC2C[C@H]3CC[C@@H](C2)N3S(=O)(=O)c2ccccc2)cn1 (stereo not given in full)
  A: -6%	B: i	C: 11	D: -5%	E: 24%	F: i	G: 3%

41) COC(=O)C1=C[C@@H](O)[C@@H](O)[C@H](O[C@@H]2O[C@H](COC(=O)/C=C/c3ccccc3)[C@@H](O)[C@H](O)[C@H]2O)C1
  A: i	B: .	C: 14	D: .	E: .	F: .	G: -42%[23.9 µM]

42) CN(c1ccccc1)c1ccc2nnc(-c3cc(C(=O)N4CC(O)C4)ccn3)n2n1
  A: -3%[88.5 µM]	B: 100µM*	C: -23	D: -14%[172 µM]	E: -16%[87.6 µM]	F: ?	G: 7%[87.6 µM]

43) CC(C)c1ccc2c(c1)C(O)CC1C(C)(CO)CCCC21C (stereo not given)
  A: 1%	B: .	C: -7	D: .	E: .	F: .	G: -5%

44) CCc1cccc(C)c1Nc1c(-c2cccc(O)c2)nc2sccn12
  A: .	B: .	C: -4	D: .	E: 6%	F: .	G: 3%

45) CC1=C[C@@H](CN)[C@H](C(C)C)C[C@H]1Cc1nc2ccc(Cl)cc2[nH]1
  A: i	B: 45µM*	C: 28	D: 14%[172 µM]	E: -20%[87.6 µM]	F: 50µM*	G: ?

46) Cn1ncc2c(C(=O)NC3CC3)cc(-c3ccc(Cl)cc3Cl)nc21
  A: -5%	B: ?	C: -7	D: .	E: -6%	F: ?	G: -3%

47) Cc1cc(C)c2sc(N(Cc3cccnc3)C(=O)CCS(=O)(=O)c3ccccc3)nc2c1
  A: .	B: .	C: -7	D: .	E: -11%	F: .	G: -6%

48) Cc1ccc2c(Sc3ccccc3)c(C(=O)NCc3ccccc3F)[nH]c2c1
  A: .	B: .	C: 15	D: .	E: -5%	F: .	G: 5%

49) O=C(NC1CCCN(c2ccc3nnc(C4CC4)n3n2)C1)c1cccc(Cl)c1 (stereo not given)
  A: .	B: ?	C: 1	D: .	E: .	F: ?	G: .

# This is a subset; the hit share may differ from the screen's.
